Screens (PubChem)
TbPYK inhibitor = qHTS of Trypanosoma Brucei Inhibitors; pyruvate kinase (Trypanosoma brucei), Q57TT1; TbPYK enzyme, Kinase-Glo Plus ATP luminescence, 45 min; Potency, µM (titrated, usually from 76.8 µM), for inactives: at the top dose activity, negative = inhibition, hits mostly inhibitors; hit rate 0.12% among 410,000; AID 624173, 2012; note: nearly all actives have a fitted effect of over 50% in size
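Luminescent Kinase-Glo Plus end-point after 45 min room-temperature reaction of T. brucei pyruvate kinase started with 130 uM ADP (final). Buffer TEA 50 mM pH 7.2 with KCl, MgCl2, BSA, Tween-20; titration-based qHTS with fitted concentration-effect curves.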
AmpC no deterg = qHTS Inhibitors of AmpC Beta-Lactamase (assay without detergent); P00811; AmpC nitrocefin hydrolysis, absorbance 480 nm, 0.0001% Triton; Potency, µM (doses to about 57.1 µM), without a hit: top-dose activity change, negative = inhibition, actives largely listed as inhibitors; hit rate 0.52% among 330,000; AID 485341, 2010;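 note: plate controls were no compound for no effect and no enzyme for full effect; nearly all actives have a fitted effect of over 20% in size; some results filed as inactive show a strong effect at the top dose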
Target sequence (P00811 whole entry, looked up): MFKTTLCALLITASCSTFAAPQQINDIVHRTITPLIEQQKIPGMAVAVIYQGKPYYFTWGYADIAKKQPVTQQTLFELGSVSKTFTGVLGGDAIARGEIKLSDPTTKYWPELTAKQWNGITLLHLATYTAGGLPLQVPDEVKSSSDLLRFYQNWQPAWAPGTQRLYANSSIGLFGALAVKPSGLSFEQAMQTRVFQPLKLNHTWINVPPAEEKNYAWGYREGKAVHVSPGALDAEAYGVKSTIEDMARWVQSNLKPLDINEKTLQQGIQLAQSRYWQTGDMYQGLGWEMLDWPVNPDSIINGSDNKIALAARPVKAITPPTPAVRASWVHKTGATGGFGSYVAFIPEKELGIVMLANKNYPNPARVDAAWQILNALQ
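AmpC (5.3 nM in the dispensed reagent) in 20 mM phosphate pH 7.0 with 0.01% (detergent screen) or 0.0001% Triton X-100 was preincubated with compounds for 15 min at room temperature. Nitrocefin was then added from an 800 uM solution, and hydrolysis was followed at 480 nm.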
* hit, by the source's call; & = joins results of further samples; [ ] = another dose, or the depositor's remark. Calls come from the whole dose curve; as a rule, active = well fitted curve in the direction sought with a large enough effect; inconclusive = small, poorly fitted or top-dose-only effect, or another doubt; inactive = no such curve, though single readings can be large; an effect the other way counts as inactive or inconclusive. Unless noted, % is set by controls: 0 for no effect and ±100 for the full control effect; potency is the fitted concentration of half-maximal effect.

Structure	TbPYK inhibitor	AmpC no deterg
COc1ccc(S(=O)(=O)Nc2cccc3c2O[C@H](CN(C)CC2CC2)[C@@H](C)CN([C@H](C)CO)C3=O)cc1	2%	2%
CC[C@]12c3[nH]c4ccc(Cl)cc4c3CCN1C(=O)[C@@H](CC(=O)NCc1ccc(OC)c(OC)c1)C[C@@H]2C(=O)N1CCN(C(=O)C2CC2)CC1	2%	243%[activator]
CN(C(=O)COC(=O)c1cc(=O)[nH]c2ccccc12)c1ccccc1	-5%	-11%
C[C@H](CO)N1C[C@H](C)[C@@H](CN(C)Cc2ccc(Cl)c(Cl)c2)Oc2c(NS(=O)(=O)c3cccs3)cccc2C1=O	-2%	217%[activator]
C#CCOCCOCCOCCNc1nc(N2CCN(C(=O)[C@H](CCC(=O)O)n3cc(CN)nn3)CC2)nc(N2CCN(C(=O)[C@H](CCC(=O)O)n3cc([C@@H](N)[C@H](C)CC)nn3)CC2)n1	-3%	1%
O=C(COC(=O)c1cccnc1Cl)NC1CCCCC1	-1%	-11%
Cc1ccc(Br)c(NS(=O)(=O)c2cccc(C(=O)N3CCNC(=O)C3)c2)c1	5%	-3%
Cc1cc2c(c(CO)c1CCO)C(=O)[C@@H](C)[C@@H]2O	4%	-22%
C[C@H](CO)N1C[C@H](C)[C@@H](CN(C)C(=O)NC2CCCCC2)Oc2c(NC(=O)CCC(F)(F)F)cccc2C1=O	-1%	83%[activator]
CCOC(=O)C1=CN(CC)S(=O)(=O)NC1c1ccc(F)c(Cl)c1 (stereo not drawn)	-3%	-6%
CCN(C[C@H]1N[C@@](C)(C(=O)OC)[C@H]2C(=O)N(C)C(=O)[C@@H]12)C(=O)c1ccc(F)cc1	3%	-6%
O=c1c2ccccc2oc2c1ccc1ccccc12	5%	-25%
C=CC(=O)N1CCCC(Nc2nc(Nc3ccc(N(C)C(=O)CC)cc3C)nc3nc[nH]c23)C1 (stereo not drawn)	-4%	-6%
O=c1cc(-c2ccc(OCc3ccccc3)cc2)oc2cc(OCc3ccccc3)cc(OCc3ccccc3)c12	-15%	-41%
O=C(C[C@@H]1C/C=C\C[C@H](NC(=O)OCC2c3ccccc3-c3ccccc32)C(=O)O[C@H](c2ccccc2)CNC1=O)NCCO	0%	221%[activator]
O=C(C[C@H]1C[C@H](C(=O)N2CCOCC2)[C@@]2(CCC3CCCC3)c3[nH]c4cc(-c5ccco5)ccc4c3CCN2C1=O)NCCCn1ccnc1	1%	213%[activator]
CC(C)[C@H](NS(=O)(=O)c1ccccc1)C(=O)OCC(=O)NC1CCCCC1	0%	-11%
CC1(c2ccccc2Cl)NC(=O)N(CC(=O)N2CCc3ccccc32)C1=O (stereo not drawn)	1%	-29%
C=CCn1c(SCC(=O)NC2(C)CCS(=O)(=O)C2)nc2ccccc21 (stereo not drawn)	1%	-11%
CCn1c(CCl)nc2cc(S(=O)(=O)N3CCOCC3)ccc21	-8%	-21%
CC(=O)Nc1ccc(S(=O)(=O)Nc2ccc3nc(C)sc3c2)cc1	-2%	-20%
Cc1noc(C)c1S(=O)(=O)Nc1ccc2c(c1)CC(=O)N([C@H](C)CO)C[C@H](C)[C@@H](CN(C)CC1CC1)O2	0%	80%[activator]
CCN(CC(=O)NCc1ccc(Cl)cc1)C(=O)c1sccc1C	4%	-19%
Cc1ccsc1C(=O)OC(C)C(=O)Nc1ccc(Cl)cn1 (stereo not drawn)	1%	-39%
COc1cc2sc3cc(NCC[C@@H]4CCCN4C)ccc3c(=O)c2cc1OC	-12%	36%
CC(C)CC1Nc2ncnc(N3CCN(c4ccccn4)CC3)c2N(Cc2ccc(Cl)cc2)C1=O (stereo not drawn)	1%&-13%	-2%
O=C(COC(=O)Cc1ccc(S(=O)(=O)N2CCOCC2)s1)Nc1ccc(F)cc1F	-6%	-50%
C[C@H]1COC(=O)[C@H](CC(=O)OC(C)(C)C)C/C=C\C[C@@H](CC(=O)N[C@H](CO)Cc2ccccc2)C(=O)N1	-1%	16%
O=C(Cn1cnc2c(NCc3ccccc3)ncnc21)NCc1ccccn1	-2%	-18%
C=CCN1CC[C@]23c4c5ccc(O)c4OC2C(O)C=CC3[C@H]1C5 (stereo partly drawn)	4%	-8%
CS(=O)(=O)c1ccc(-c2sc3cc4c(cc3c2C(=O)NN2CCOCC2)OCO4)cc1	-5%	0%
C[C@H]1CC2C3CC=C4C[C@@H](O)CC[C@]4(C)C3CC[C@]2(C)[C@H]1O (stereo partly drawn)	1%	-18%
Cc1ccc(NC(=O)c2ncn(CC(=O)NCc3ccccc3)n2)cc1C	-1%	-21%
CCN(CC(=O)Nc1ccc(NC(C)=O)cc1)C(=O)c1c(C)nn(-c2ccc(F)cc2)c1Cl	-2%	23%
O=C(COC(=O)c1ccc([N+](=O)[O-])o1)NC1CCCC1	3%	-17%
CCN1C(=O)[C@@H]2[C@@H](c3ccc(SC4CCCCC4)c(OC)c3)N3CCCC[C@@]3(C(=O)OC)[C@@H]2C1=O	-14%	84%[activator]
C[C@H](CO)N1C[C@H](C)[C@@H](CN(C)S(=O)(=O)c2ccc(F)cc2)Oc2ccc(NS(=O)(=O)c3cccs3)cc2C1=O	2%	162%[activator]
O=C(NCc1ccc(Cl)cc1)[C@@H]1CCCN1S(=O)(=O)c1ccc(Cl)cc1	3%	-9%
COc1ccc(-c2c(-c3cc(OC)cc(OC)c3)n(C)c3ccc(-c4ccc(OC)c(F)c4)cc23)cc1	6%	-16%
CCCCNS(=O)(=O)CCNCCc1ccccc1	3%	3%

Fetched one by one from the list above (2):
Structure	TbPYK inhibitor	AmpC no deterg
Cc1ccc(NC(=O)c2ncn(CC(=O)NCc3ccccc3)n2)cc1C	-1%	-21%
C=CC(=O)N1CCCC(Nc2nc(Nc3ccc(N(C)C(=O)CC)cc3C)nc3nc[nH]c23)C1 (stereo not drawn)	-4%	-6%

Next section:
Structure	TbPYK inhibitor	AmpC no deterg
O=C(CCNC(=O)c1ccc(Br)cc1)NNC(=O)c1ccccc1	-19%	-14%
CC(NC(=O)COC(=O)c1cc(S(=O)(=O)N2CCOCC2)ccc1F)c1ccccc1 (stereo not drawn)	1%	11%
CNC[C@H]1Oc2ccc(NC(=O)Cc3cn(C)c4ccccc34)cc2CC(=O)N([C@@H](C)CO)C[C@H]1C	1%	220%[activator]
COc1ccc(-c2csc(NCCn3c(C)nc4cc(C(F)(F)F)ccc43)n2)cc1	0%	38%
CCN(CC)C(=O)[C@H]1C[C@H](CC(=O)NCc2ccc(OC)c(OC)c2)C(=O)N2CCc3c([nH]c4cc(-c5ccco5)ccc34)[C@]12C	-10%	215%[activator]
Cc1ccc(NC(=O)CN2C(=O)N/C(=C\c3ccco3)C2=O)cc1	-25%	-24%
O=S(=O)(Nc1cccc(S(=O)(=O)N2CCCC2)c1)c1ccc(Cl)cc1	4%	-30%
C[C@H](CO)N1C[C@H](C)[C@@H](CN(C)Cc2ccc(-c3ccccc3)cc2)Oc2c(NS(=O)(=O)c3cccs3)cccc2C1=O	-6%	223%[activator]
CN(C(=O)c1ccc(NC(=O)C2CCCN(C(=O)OC(C)(C)C)C2)cc1)C1CCCC1 (stereo not drawn)	-1%	176%[activator]
CCN(C(=O)COc1ccc(N(C)S(=O)(=O)c2ccc(NC(C)=O)cc2)cc1)C1CCCCC1	1%	181%[activator]
N#Cc1ccc(OCC(=O)Nc2ccc(S(=O)(=O)N3CCOCC3)cc2)cc1	6%	-38%
Cc1nc(SC(C)C(=O)NCc2ccc3c(c2)OCO3)nc(C)c1C (stereo not drawn)	-18%	-2%
CON(C)C(=O)CCN(C(=O)OC(C)(C)C)c1ccccc1	2%	-2%
Cc1cc(C(=O)COc2ccc(C#N)cc2)c(C)n1CC1CCCO1 (stereo not drawn)	4%	8%
O=C1CCN(Cc2ccccc2)C=C1c1ccc2ccccc2c1	-7%	22%
CC1CCN(C(=O)c2ccc(CNS(=O)(=O)c3ccc(C(C)(C)C)cc3)cc2)CC1	-1%	48%
CC(C)C[C@H](NC(=O)c1[nH]cnc1C(=O)N[C@@H](C)C(=O)OCc1ccccc1)C(=O)OCc1ccccc1	-8%	-14%
COc1ccc(NC(=O)N(C)C[C@H]2Oc3c(NC(=O)Nc4ccc(C(F)(F)F)cc4)cccc3C(=O)N([C@H](C)CO)C[C@@H]2C)cc1	2%	259%[activator]
C[C@H]1CN([C@@H](C)CO)C(=O)c2cccc(NC(=O)C3CC3)c2O[C@H]1CN(C)Cc1ccncc1	-2%	-20%
CCOC(=O)C1=CN(Cc2cccc(F)c2)S(=O)(=O)N(CC)C1c1ccc(Br)cc1F (stereo not drawn)	-2%	-28%

Two consecutive entries out of the list so far, quoted:
Structure	TbPYK inhibitor	AmpC no deterg
C[C@H]1CN([C@@H](C)CO)C(=O)c2cccc(NC(=O)C3CC3)c2O[C@H]1CN(C)Cc1ccncc1	-2%	-20%
CCOC(=O)C1=CN(Cc2cccc(F)c2)S(=O)(=O)N(CC)C1c1ccc(Br)cc1F (stereo not drawn)	-2%	-28%

Entries of single compounds as entered above. Screens in order: TbPYK inhibitor, AmpC no deterg
Profile of N#Cc1ccc(OCC(=O)Nc2ccc(S(=O)(=O)N3CCOCC3)cc2)cc1 = 6%, -38%
Profile of CCOC(=O)C1=CN(Cc2cccc(F)c2)S(=O)(=O)N(CC)C1c1ccc(Br)cc1F (stereo not drawn) = -2%, -28%

Ordered by SMILES length (smallest number first): some entries from above.
Structure	TbPYK inhibitor	AmpC no deterg
O=C(CCNC(=O)c1ccc(Br)cc1)NNC(=O)c1ccccc1	-19%	-14%
CCN(C(=O)COc1ccc(N(C)S(=O)(=O)c2ccc(NC(C)=O)cc2)cc1)C1CCCCC1	1%	181%[activator]
CCN(CC)C(=O)[C@H]1C[C@H](CC(=O)NCc2ccc(OC)c(OC)c2)C(=O)N2CCc3c([nH]c4cc(-c5ccco5)ccc34)[C@]12C	-10%	215%[activator]

More structures follow.
Structure	TbPYK inhibitor	AmpC no deterg
O=C(COC(=O)/C=C/c1cc(Br)ccc1F)NC1CC1	-2%	-14%
C[C@H](CO)N1C[C@H](C)[C@@H](CN(C)S(C)(=O)=O)Oc2ccc(NC(=O)CCC(F)(F)F)cc2C1=O	-4%	-1%
CCOc1ccc2oc(C(=O)N3CCCN(C)CC3)c(C)c2c1	-7%	-14%
Cc1nc2ccccc2n1CC(=O)OCC(=O)N1CCC(C)CC1	7%	-6%
CNC[C@H]1Oc2ccc(NC(=O)C3CCCCC3)cc2CC(=O)N([C@H](C)CO)C[C@@H]1C	-2%	88%[activator]
O=C(CN1C(=O)NC(c2ccc(F)cc2)C1=O)NC1CCCCC1 (stereo not drawn)	-1%	-13%
O=C(COC(=O)c1ccccc1)NC1CCCCCC1	2%	-2%
COCCCOc1cc(NCc2ccccc2)c2ncn(C(C)C)c2c1	5%	56%
C[C@H]1COC(=O)[C@@H](Cc2ccc(F)cc2)C/C=C\C[C@@H](CC(=O)N[C@@H](CO)Cc2ccccc2)C(=O)N1	2%	312%[activator]
COc1ccc([C@H]2CC(=O)C=C(c3cc(Br)ccc3OC)C2)cc1	-11%	-12%
COc1cccc(N2CCN(C(=O)c3cc(-c4ccccc4)nc4c3cnn4C(C)C)CC2)c1	6%	6%
Cc1cc(Cl)cc(C)c1OCC(=O)NC1CCCCCC1	1%	-8%
CC[C@]12c3[nH]c4ccc(OC)cc4c3CCN1C(=O)C(CC(=O)NCCCN(C)C)C[C@@H]2C(=O)N1CCN(C(=O)C2CC2)CC1 (stereo partly drawn)	2%	8%
C[C@H](CO)N1C[C@H](C)[C@@H](CN(C)S(=O)(=O)c2cn(C)cn2)Oc2c(NS(=O)(=O)c3ccccc3)cccc2C1=O	6%	29%
CCOC(=O)c1c(C)[nH]c(C)c1C(=O)COC(=O)Cc1n[nH]c(=O)c2ccccc12	0%	-19%
O=C(COC(=O)CNS(=O)(=O)c1cc(C(F)(F)F)ccc1Cl)NC1CC1	3%	-7%
O=C(COC(=O)c1ccc(Br)o1)Nc1cccc(S(=O)(=O)N2CCOCC2)c1	-3%	-23%
Cc1ccc(S(=O)(=O)N2[C@@H](c3ccc(Cl)cc3)C(C(=O)O)=C[C@H]2CC2CCCC2)cc1	0%	-11%
Cc1ccc(S(=O)(=O)N2C[C@@H]3[C@H]4CC[C@H](C4)[C@@H]3[C@@H](C)[C@@H]2C2CCCCC2=O)cc1 (stereo partly drawn)	0%	-14%
CCN1CCN(C(=O)C(C)Sc2nc3nc(C)cc(C)n3n2)CC1 (stereo not drawn)	0%	-12%
COc1ccc(NC(=O)c2c(F)cccc2Cl)cc1S(=O)(=O)N1CCOCC1	5%	-28%
Oc1ccccc1Cl	0%	-11%
O=C(/C=C/c1cccc(F)c1)Nc1ccc(S(=O)(=O)N2CCOCC2)cc1	-9%	-27%

These rows are one share of the data (hit frequency here may not be typical).
